T cell modulator = modulators of CD8 T cell-vesicle binding, primary screen, mouse 2C CD8+ T cells, flow cytometry; 2C CD8+ T cell-vesicle binding; hits give low values; calls only at 7 µM; 330,000 compounds, 0.068% hits; AID 2052, 2009;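 active means response, share of CD8 T cells binding vesicles, and their 90th percentile fluorescence all below set limits, cut at about 80% in these data, passing the limit was not always enough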
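Benchmarks: naked versus QL9-loaded vesicles / Assay system: purified 2C TCR transgenic mouse naive CD8+ T cells / Technique: high-throughput flow cytometry with anti-B7-1 and anti-CD8 staining / Timing: Cell–vesicle co-incubation 1.5 h at 37 °C, staining 20 min on ice / Read-out: percent CD8+ FL2 mean versus row control / Probe or stimulus: QL9-loaded Drosophila micro-vesicles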
NTR1 ag = agonists of NTR1, primary screen, imaging, U2OS cells, beta-arrestin-GFP, high content (AID 493036); Neurotensin receptor type 1 (Homo sapiens), P30989; NTR1-U2OS beta-arrestin-GFP spot imaging, agonist mode; activation, % at 20 µM; 330,000 compounds, 0.17% hits;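 active means activation at or above 40% of the spot to cytoplasm intensity ratio, with at least 20 cells analyzed; inconclusive means wells under 20 cells, flagged as cytotoxic or low count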;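 further: 0% = DMSO without peptide and 100% = 100 nM NTR1 peptide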
Target sequence (P30989 whole entry, looked up): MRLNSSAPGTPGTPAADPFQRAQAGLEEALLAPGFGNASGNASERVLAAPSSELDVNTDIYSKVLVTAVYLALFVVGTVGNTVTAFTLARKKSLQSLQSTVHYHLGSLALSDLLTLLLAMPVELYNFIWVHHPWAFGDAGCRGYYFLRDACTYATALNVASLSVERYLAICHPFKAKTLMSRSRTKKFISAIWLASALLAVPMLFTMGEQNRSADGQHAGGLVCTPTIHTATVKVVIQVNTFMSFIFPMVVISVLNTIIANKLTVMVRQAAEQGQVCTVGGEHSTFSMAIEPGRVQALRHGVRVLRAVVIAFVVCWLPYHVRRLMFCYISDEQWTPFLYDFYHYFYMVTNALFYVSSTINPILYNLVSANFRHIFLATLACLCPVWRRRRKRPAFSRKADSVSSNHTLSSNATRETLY
Large T inhibition = SV40 large T antigen inhibitors, biochemical (AID 1903). inhibition, % at 20 µM; hits with a dose series show IC50 in µM. 310,000 compounds, 0.39% hits. SV40 large T antigen ATPase/helicase inhibition assay; higher % means a stronger effect; in the data active means a potency from the dose series; inconclusive means inhibition mostly from about 32% at the one dose, without a potency; inactive means the rest, 99 in 100 with inhibition below about 32%; further: strong numbers were not always called active
T cell modulator vesicle-bound % = recorded beside T cell modulator, whose call it bears; double positive events, %; measured here: CD8+ vesicle-bound cell fraction;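 binding gate set so that unloaded-vesicle control wells show 10% double positive cells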
NTR1 ag cell count 20 µM = second read-out of NTR1 ag, no call of its own (marks repeat the call); cell count; measured here: cell count, cytotoxicity flag
* hit, by the source's call; i = inactive; ? = inconclusive; nt = no result given; + = active, no number. The list is partial. The share of hits here may be higher or lower than overall.

SMILES	T cell modulator	T cell modulator vesicle-bound %	NTR1 ag	NTR1 ag cell count 20 µM	Large T inhibition
Cc1nc2ccc(CN(C)c3ccc(C(=O)N[C@@H](CCC(=O)O)C(=O)O)s3)cc2c(=O)[nH]1	i	22	nt	nt	6%
Cc1nc(-c2ccccc2)sc1C1(C)CC(c2cccnc2)=NO1 (stereo not given)	nt	nt	1.3	43	nt
CCCC[C@@H]1C[C@H]1[C@@H](NC(=O)c1ccco1)c1ccccc1C(F)(F)F	nt	nt	1.3	37	15%
CCOC(=O)C1=C(C)N(CCCC(=O)O)C(=O)NC1c1ccccc1OC(=O)c1cccs1 (stereo not given)	nt	nt	-0.8	59	-1%
COC(=O)CCCC1=CC2=CC(=O)C(C)(O)C(=O)C2=CO1 (stereo not given)	nt	nt	-1.0	86	36%
COc1cc(CN2CCN(c3cc(C)ccc3C)CC2)cc([N+](=O)[O-])c1O	i	31	-1.2	61	nt
CNC[C@H]1Oc2ccc(NC(=O)Nc3ccc(OC)cc3)cc2C(=O)N([C@@H](C)CO)C[C@H]1C	i	20	-2.1	56	nt
COc1ccc(-c2nnc(SCC(=O)c3ccc4c(c3)OCCO4)o2)cc1	i	58	1.6	57	nt
Cc1ccc2nc3n(c(=O)c2c1)-c1ccc(Cl)cc1C(=O)NC3CC(C)C (stereo not given)	i	20	0.4	71	nt
O=C1NC(Cc2ccccc2)c2nc3cc(Cl)ccc3c(=O)n2-c2ccccc21 (stereo not given)	i	13	3.1	67	nt
O=C1NC(Cc2ccccc2)c2nc3ccc(Cl)cc3c(=O)n2-c2cc(Cl)ccc21 (stereo not given)	i	54	0.2	53	nt
CC(=O)OC[C@]12CC[C@H]3[C@@](C)(CC[C@H]4C(C)(C)CCC[C@]34C)[C@@H]1C[C@H](C1=CC(=O)O[C@@H]1OC(C)=O)O2	i	9	8.0	46	nt
COC(=O)[C@@]12OC[C@]34[C@H]([C@@H](O)[C@@H]1O)[C@@]1(C)C(=O)C(O[C@@H]5OC(CO)[C@@H](O)[C@@H](O)[C@@H]5O)=C[C@@H](C)[C@@H]1C[C@H]3OC(=O)[C@H](OC(=O)/C=C(\C)C(C)(C)OC(C)=O)[C@@H]24 (stereo not given in full)	i	3	-0.5	85	nt
Cc1ccc2nc3n(c(=O)c2c1)-c1cc(Cl)ccc1C(=O)NC3Cc1ccccc1 (stereo not given)	i	34	2.3	46	nt
O=C1NC(Cc2ccc(O)cc2)c2nc3ccc(Cl)cc3c(=O)n2-c2ccc(Cl)cc21 (stereo not given)	i	12	0.1	60	nt
CN1CCc2c(C#N)c(N3CCCCC3)nc(N3CCOCC3)c2C1	i	10	0.7	54	nt
CCC/C(=N/Nc1ccc(Cl)cc1)c1cnnc(-c2ccccc2)n1	i	22	11	77	nt
COc1ccc2nc3n(c(=O)c2c1)-c1cc(Cl)ccc1C(=O)NC3Cc1ccccc1 (stereo not given)	i	8	0.1	59	nt
Cc1ccc2c(C)nc(Nc3ncc4c(n3)CCCC4=O)nc2c1	i	18	-2.3	90	nt
Cc1ccc2c(=O)n3c(nc2c1)C(Cc1ccccc1)NC(=O)c1cc(Cl)ccc1-3 (stereo not given)	+	5.0*	0.5	60	nt
O=C(Nc1ccc(Cl)cc1)c1nc[nH]c1C(=O)NCCCNC(=O)c1[nH]cnc1C(=O)Nc1ccc(Cl)cc1	i	16	6.5	47	nt
O=C1NC(Cc2ccccc2)c2nc3cc(F)ccc3c(=O)n2-c2ccc(Cl)cc21 (stereo not given)	i	29	5.1	62	nt
COc1ccc(OC)c(C(=O)c2c(C)oc3cc(Br)c(O)c(CN(C)C)c23)c1	i	52	-2.3	57	15%
C#CCOCCOCCOCCNc1nc(N2CCN(C(=O)CCCCCCCCCCNC(=O)[C@H]([C@@H](C)CC)n3cc(CCCCN=C(N)N)nn3)CC2)nc(N2CCN(C(=O)CCCCCCCCCCNC(=O)[C@H](CCCN=C(N)N)n3cc(C[C@@H](C)CC)nn3)CC2)n1	i	21	3.2	46	10µM*
Cc1c(C)n(Cc2ccccc2)c2ccc(C(=O)O)cc12	i	43	-0.3	53	15%

Going on with the list:
SMILES	T cell modulator	T cell modulator vesicle-bound %	NTR1 ag	NTR1 ag cell count 20 µM	Large T inhibition
OC(c1ccccc1)C(O)c1ccccc1 (stereo not given)	i	19	1.2	56	2%
CC[C@H]1CC2CN3CCc4c([nH]c5c([C@H]6C[C@H]7[C@H](CC)CN(C)[C@@H](Cc8c6[nH]c6ccccc86)[C@H]7C(=O)OC)c(OC)ccc45)C(C(=O)OC)(C2)C13	i	25	0.6	84	16%
CCC(=O)OC1(C)C(=O)C=C2C=C(CCCCNC(=O)OC(C)(C)C)OC=C2C1=O (stereo not given)	i	20	-1.1	86	28%
CSc1nccc(Oc2ccccc2Cl)n1	i	6	-1.4	45	2%
COC(=O)C1=C(C(=O)OC)[C@@H]2N(C)c3ccc(OC)cc3[C@@]23C[C@@H](C(=O)OC)N(C(=O)c2cc(C)oc2C)C3=N1	i	17	1.7	55	31%
CCOC(=O)c1ccc(NC(=O)C2CC3CCC2C3)cc1 (stereo not given)	i	28	1.7	33	6%
COc1ccc(OC)c(NC(=O)Nc2ccc3[nH]ccc3c2)c1	i	37	2.0	44	14%
CCOc1ccc(NC(=S)NS(=O)(=O)c2cc(Br)ccc2OCC)cc1	i	55	-0.6	58	17%
CC1(C)C[C@@H](O)CC2(C1)C[C@]1(C)CC(O)[C@H]2C(C)(C)C1 (stereo not given in full)	i	29	0.9	45	20%
Cc1cc(C)cc(NS(=O)(=O)c2ccc(NC(=O)c3ccccc3C(=O)O)cc2)c1	i	37	0.5	52	6%
CC1C(=O)C(C)C(c2ccc(Cl)cc2)NC1c1ccc(Cl)cc1 (stereo not given)	i	30	1.5	49	16%
O=c1c2ccccc2c(=O)n(-c2ccccc2)n1CCCCBr	i	36	1.1	57	5%
C#CCOCCOCCOCCNc1nc(N2CCN(C(=O)C([C@@H](C)CC)n3cc(C(N)COC(=O)C(F)(F)F)nn3)CC2)nc(N2CCN(C(=O)[C@H](Cc3cc4ccccc4[nH]3)n3cc(C(N)CO)nn3)CC2)n1 (stereo not given in full)	i	34	-1.9	107	13%
c1ccc2[nH]c(-c3ccc4c(c3)OCO4)nc2c1	i	12	1.1	56	13%
CCOc1ccccc1/C=C(\C#N)C(=O)NC1CC1	i	14	-0.2	52	9%
COc1cc2cc(-c3ccc(OC)c(OC)c3C)nc(N)c2cc1OC	i	22	5.3	56	5%
CCOc1cc(C(=O)NC(C)C2CC3CCC2C3)cc(OCC)c1OCC (stereo not given)	i	25	-0.8	45	3%
Cn1c(=O)c2c(nc(/C=C/c3cccc(Cl)c3)n2C)n(C)c1=O	i	31	4.0	57	12%
COc1ccc(S(=O)(=O)Nc2ccc(Nc3ccccc3)cc2)cc1	i	45	6.6	58	32%
CCCCC1=CC2=CC(=O)C(C)(O)C(=O)C2=CO1 (stereo not given)	i	42	0.7	65	24%
O=C(O)Cn1cc(F)c(=O)[nH]c1=O	i	24	0.8	92	18%
COc1cccc(NC(=O)CN(C)C(=O)c2cc3c(s2)CCC3)c1	i	52	0.8	63	6%
CC(=O)OCCN1C(=O)c2cccc3cc([N+](=O)[O-])cc(c23)C1=O	i	24	2.7	73	14%
COc1ccc(CN2CCN(C(=O)c3ccco3)CC2)c(OC)c1OC	i	52	1.8	41	9%
C#C[C@]1(O)CC[C@H]2[C@@H]3[C@H](C)CC4=C(CCC(=O)C4)[C@H]3CC[C@@]21C	i	48	3.1	58	0%

Gathered by group, those above with a cyano group
SMILES	T cell modulator	T cell modulator vesicle-bound %	NTR1 ag	NTR1 ag cell count 20 µM	Large T inhibition
CN1CCc2c(C#N)c(N3CCCCC3)nc(N3CCOCC3)c2C1	i	10	0.7	54	nt
CCOc1ccccc1/C=C(\C#N)C(=O)NC1CC1	i	14	-0.2	52	9%

By substructure, the compounds so far containing an aryl thioether with sulfur outside any ring
SMILES	T cell modulator	T cell modulator vesicle-bound %	NTR1 ag	NTR1 ag cell count 20 µM	Large T inhibition
COc1ccc(-c2nnc(SCC(=O)c3ccc4c(c3)OCCO4)o2)cc1	i	58	1.6	57	nt
CSc1nccc(Oc2ccccc2Cl)n1	i	6	-1.4	45	2%

The listing continues:
Results follow in this order: T cell modulator	T cell modulator vesicle-bound %	NTR1 ag	NTR1 ag cell count 20 µM	Large T inhibition
> OCCCNc1nc(-c2ccccc2)c2cc(Cl)ccc2n1
  i	52	0.8	55	15%
> Cc1onc(-c2ccccc2Cl)c1C(=O)N[C@@H](C)c1ccccc1
  i	58	2.2	58	12%
> COc1ccccc1-c1nnc(-c2ccc(F)cc2)o1
  i	16	2.0	59	4%
> S=c1[nH]ncn1NCc1cccc(Br)c1
  i	37	1.8	59	11%
> C#CCOCCOCCOCCNc1nc(N2CCN(C(=O)CCCCCCCCCCNC(=O)[C@H]([C@@H](C)CC)n3cc(CCCCN=C(N)N)nn3)CC2)nc(N2CCN(C(=O)CCCCCCCCCCNC(=O)[C@H](CCCCN)n3cc(C[C@@H](C)CC)nn3)CC2)n1
  i	26	-1.4	39	13µM*
> OCCc1ccccc1
  i	30	2.1	46	-1%
> Cc1ccc(C(=O)N/N=C/c2cccc3ccccc23)cn1
  i	61	0.8	40	14%
> CCOC(=O)C1=C(c2ccc(O)cc2)NC(=O)NC1C (stereo not given)
  i	29	1.0	56	19%
> C#CCOCCOCCOCCNc1nc(N2CCN(C(=O)CCCCCCCCCCNC(=O)[C@H]([C@@H](C)CC)n3cc(CCCCN=C(N)N)nn3)CC2)nc(N2CCN(C(=O)CCCCCCCCCCNC(=O)[C@H](CCCCN)n3cc(C)nn3)CC2)n1
  i	21	3.6	46	?
> O=c1onc(-c2ccccc2)n1-c1cc(Cl)cc(Cl)c1
  i	28	5.4	43	12%
> CSc1nc(O)c(C(c2ccc(F)cc2)c2c(O)nc(SC)[nH]c2=O)c(=O)[nH]1
  i	48	-0.5	61	18%
> CCOC(=O)C1=C(COc2ccccc2)NC(=O)NC1c1ccc2ccccc2c1 (stereo not given)
  i	19	-2.3	76	5%
> COc1ccc(C(=O)c2c(-c3ccsc3)oc3ccc(-c4ccc(OC)cc4)cc23)cc1
  i	28	1.5	95	11%
> C#CCOCCOCCOCCNc1nc(N2CCN(C(=O)C([C@@H](C)CC)n3cc(C(N)COC(=O)C(F)(F)F)nn3)CC2)nc(N2CCN(C(=O)[C@H](CCC(=O)O)n3cc(C(N)CC(C)C)nn3)CC2)n1 (stereo not given in full)
  i	16	-0.2	77	15%
> CC(CCCN(C)C)C(Cc1ccccc1)c1ccccc1 (stereo not given)
  i	36	0.7	53	3%
> Cc1ccc(S(=O)(=O)NC2CC3CCC2C3)cc1 (stereo not given)
  i	30	1.2	51	15%
> NC(CCCCc1ccccc1)c1cccc2ccccc12 (stereo not given)
  i	32	35	53	8%
> Cc1ccc(C(=O)NC(=S)NCc2ccccc2)cc1Br
  i	18	-0.1	40	24%
> OC(COc1ccc(OCC(O)CN2CCN(Cc3ccccc3)CC2)cc1)CN1CCN(Cc2ccccc2)CC1 (stereo not given)
  i	57	5.4	35	3%
> Cc1noc(NS(=O)(=O)c2ccc(NC(=O)C(F)(F)C(F)(F)C(F)(F)F)cc2)c1C
  i	15	-1.1	51	9%
> COc1ccc(C2=CSC3=NCCN23)cc1Br
  i	57	-0.9	58	4%
> C#CCNC(=O)C1=C[C@H](c2ccc3c(c2)OCO3)C[C@H](OCCCCO)O1
  i	25	0.0	48	15%
> O=C1CCCC(O)=C1Sc1cc(Cl)c(Cl)cc1Cl
  i	38	0.7	54	26%
> Cc1cc(C)nc(NC(=S)NC(=O)c2ccccc2F)n1
  i	56	-1.8	38	8%
> CN(C(=O)/C=C/c1ccccc1)C1CCCCC1
  i	29	1.3	50	2%
> CC1=NNC(=O)C1Cc1ccccc1 (stereo not given)
  i	44	-0.1	59	10%
> COc1ccccc1NC(=S)NC(=O)Cc1ccccc1
  i	36	1.3	49	19%
> C#CCOCCOCCOCCNc1nc(N2CCN(C(=O)CCCCCCCCCCNC(=O)[C@@H](CCSC)n3cc(CCO)nn3)CC2)nc(N2CCN(C(=O)CCCCCCCCCCNC(=O)[C@H]([C@@H](C)CC)n3cc(CCCCCN)nn3)CC2)n1
  i	30	23	52	17%

Screening data as filed in PubChem BioAssay.
